Growth percent in the NCI-60 one-dose screen (48 h, 10 µM unless noted): 100 = growth as untreated, 0 = no growth, -100 = all killed.
RXF 393: RXF 393 renal cancer cells; AID 1794773; hit rate 6.9% among 77,000
NCI-H460: NCI-H460 lung cancer; hit rate 6.8% among 82,000; AID 1794736
A498: A498 renal cancer cells. hit rate 5.4% among 76,000
NCI-H226: NCI-H226 lung cancer | hit rate 3.5% among 79,000 | AID 1794732
CAKI-1: CAKI-1 renal cancer; hit rate 4.7% among 75,000
NCI-H23: NCI-H23 lung cancer. hit rate 4% among 80,000
ACHN: ACHN renal cancer | hit rate 4.9% among 81,000 | AID 1794771
NCI-H522: NCI-H522 lung cancer | hit rate 8% among 78,000 | AID 1794739
NCI/ADR-RES: NCI/ADR-RES ovarian cells; hit rate 4.4% among 81,000
Numbers without * were called inactive; · = not tested or not shown; & = joins results of further samples; [ ] = dose if it differs, or a comment. How the source made its calls: active means growth percent below 10; inactive means the rest.

Start of the listing, in advance, 2 compounds:
SMILES	RXF 393	NCI-H460	A498	NCI-H226	CAKI-1	NCI-H23	ACHN	NCI-H522	NCI/ADR-RES
COc1ccc(C(=O)/C=C/c2ccc3c(c2)OCO3)cc1S(=O)(=O)Nc1c(N)nc(SC)[nH]c1=O	109.3	97.6	90.0	104.1	101.9	95.2	100.5	82.4	104.2
N#Cc1ccc2[nH]c3nccc(NCc4ccccc4)c3c2c1	112.7	90.1	124.8	79.8	78.4	102.9	65.4	63.0	103.5

The listing, repeating the preview:
SMILES	RXF 393	NCI-H460	A498	NCI-H226	CAKI-1	NCI-H23	ACHN	NCI-H522	NCI/ADR-RES
COc1ccc(C(=O)/C=C/c2ccc3c(c2)OCO3)cc1S(=O)(=O)Nc1c(N)nc(SC)[nH]c1=O	109.3	97.6	90.0	104.1	101.9	95.2	100.5	82.4	104.2
N#Cc1ccc2[nH]c3nccc(NCc4ccccc4)c3c2c1	112.7	90.1	124.8	79.8	78.4	102.9	65.4	63.0	103.5
O=C(O)C#CCC(O)CCc1ccccc1 (stereo not given)	100.5	104.7	94.6	99.8	94.0	97.0	104.6	116.8	102.5
Cc1ccc(OCc2occc2C(=O)Nc2ccc(S(N)(=O)=O)cc2)cc1	96.6	104.0	86.9	92.9	81.5	97.8	94.0	81.0	94.0
CN(N)c1nc2sc3c(c2c(=O)[nH]1)CCCC3	108.4	104.0	100.8	101.3	·	93.5	107.1	89.2	104.2
Cc1ccccc1/C=C/C(=O)c1cccc(OCCCOc2cccc(C(=O)/C=C/c3ccccc3C)c2)c1	98.3[3 µM]	99.8[3 µM]	104.0[3 µM]	88.9[3 µM]	77.5[3 µM]	88.5[3 µM]	102.3[3 µM]	80.5[3 µM]	101.4[3 µM]
CC(C)(N)COCOCC(C)(C)N	96.1	107.2	111.0	104.0	106.5	117.3	94.1	·	109.2
O=C(Nc1ccccc1)C(O)c1ccccc1 (stereo not given)	99.4	101.8	106.3	95.8	96.8	104.7	104.5	89.0	102.9
CCOC(=O)C1CC(O)CN1C (stereo not given)	114.2	105.6	94.4	92.7	91.3	93.3	86.4	106.6	100.9
COc1ccc(C2=NN(C(C)=O)C(c3cn(Cc4ccc(Cl)cc4)c4ccccc34)C2)cc1 (stereo not given)	·	86.9	72.9	67.6	52.2	73.3	74.5	69.5	75.0

Profiles, looked up by structure. Order of values: RXF 393 | NCI-H460 | A498 | NCI-H226 | CAKI-1 | NCI-H23 | ACHN | NCI-H522 | NCI/ADR-RES
Shown for CN(N)c1nc2sc3c(c2c(=O)[nH]1)CCCC3 = 108.4 | 104.0 | 100.8 | 101.3 | · | 93.5 | 107.1 | 89.2 | 104.2
Shown for O=C(Nc1ccccc1)C(O)c1ccccc1 (stereo not given) = 99.4 | 101.8 | 106.3 | 95.8 | 96.8 | 104.7 | 104.5 | 89.0 | 102.9
Shown for O=C(O)C#CCC(O)CCc1ccccc1 (stereo not given) = 100.5 | 104.7 | 94.6 | 99.8 | 94.0 | 97.0 | 104.6 | 116.8 | 102.5
Shown for CCOC(=O)C1CC(O)CN1C (stereo not given) = 114.2 | 105.6 | 94.4 | 92.7 | 91.3 | 93.3 | 86.4 | 106.6 | 100.9
Shown for COc1ccc(C2=NN(C(C)=O)C(c3cn(Cc4ccc(Cl)cc4)c4ccccc34)C2)cc1 (stereo not given) = · | 86.9 | 72.9 | 67.6 | 52.2 | 73.3 | 74.5 | 69.5 | 75.0

(cont.)
SMILES	RXF 393	NCI-H460	A498	NCI-H226	CAKI-1	NCI-H23	ACHN	NCI-H522	NCI/ADR-RES
COc1cc(NC(=O)Nc2cccc(Cn3c(=O)[nH]c4ccc(Oc5ncccn5)cc4c3=O)c2)cc(OC)c1	101.5	·	92.5	80.3	96.8	92.1	87.8	64.1	98.9
Cc1cc(C)c2[nH]c(=O)c(C(c3nnnn3Cc3ccc(F)cc3)N3CCN(C4CCCCC4)CC3)cc2c1 (stereo not given)	68.2	97.6	76.3	74.1	66.7	106.4	102.8	102.9	88.0
Cc1cc(=O)oc2c(O)c(O)ccc12	99.7&110.9	107.2	·	97.9&104.0	·	94.7&111.1	95.6&98.2	91.4&85.8	94.8&110.8
O=C1C[C@H](c2ccccc2)[C@H](c2ccccc2)C1	111.1	111.6	·	97.6	89.7	102.3	102.0	79.0	106.3
O=C(Nc1ccc(Cl)cc1)Nc1cccc(-c2cc(=O)c3ccccc3o2)c1	103.7	100.4	·	103.2	93.9	98.9	112.0	87.2	97.6
O=C(O)c1[nH]c(=O)[nH]c(=O)c1Cl	106.2	115.4	107.2	88.7	97.4	97.5	106.3	75.2	104.7
COC(=O)c1cc(N=C2NC(=O)/C(=C/C=C/c3ccccc3)S2)ccc1O	-12.8*	12.1	17.6	37.5	29.0	37.2	46.5	19.4	5.6*
Cc1cc(=O)oc2cc(OS(=O)(=O)N(C)C)ccc12	109.3	106.7	69.9	·	93.8	97.9	100.7	104.8	104.4
COc1ccc2[nH]c(=O)cc(NNC(=S)Nc3ccccc3)c2c1	113.0	102.1	117.8	88.1	89.3	93.7	90.3	85.9	100.2
Cc1ccc(S(=O)(=O)Nc2ccc(Cl)cc2C(=O)NO)cc1	99.0	101.0	90.7	100.2	90.4	113.5	97.2	90.5	112.1
Nc1ccc(C(=O)O)cc1[N+](=O)[O-]	105.7	103.9	89.1	·	97.5	99.1	106.9	90.0	100.5
Cc1nc2c(nnn2-c2ccccc2)c2nc(-c3ccccc3)oc(=O)c12	108.5	116.2	98.6	99.8	93.8	108.7	104.6	104.9	112.2
CCOc1cc(/C=N/N=C(N)N)ccc1O	114.7	108.3	85.5	105.7	114.7	106.2	118.6	109.1	107.1
CC(C)C1CCC(OC(=O)c2ccccc2Cl)CC1 (stereo not given)	135.4	105.3	89.2	90.2	98.3	95.6	97.2	101.7	109.9
COc1cc(OC)c2c(c1Cl)O[C@]1(C2=O)C(OCc2ccccc2)=CC(=NCCC(=O)O)C[C@H]1C	138.9	107.1	91.2	101.8	90.8	105.7	95.6	84.2	97.6
O=C(CCN1CCCCC1)c1cccs1	114.8	113.5	91.1	104.8	·	116.4	105.7	101.8	115.0
NC(N)=NS(=O)(=O)c1ccc(N=NC2C(=O)NN(c3ccc([N+](=O)[O-])cc3[N+](=O)[O-])C2=O)cc1 (stereo not given)	110.3	102.6	95.2	99.8	64.9	97.5	72.4	45.6	91.2
COc1ccc(-c2nc(SCC(C)C)nc(Cl)c2C#N)cc1	116.8	108.2	95.1	97.7	92.4	107.7	99.7	98.3	110.3
O=c1c2ccccc2nc(CN2CCCCC2)n1/N=C/c1ccccc1	114.5	104.0	109.1	95.1	94.7	94.0	103.2	94.5	104.2
COc1ccc([N+](=O)[O-])cc1NC(=O)N(C)Cc1ccco1	128.7	101.6	105.5	109.3	104.4	95.3	112.5	103.8	97.7
CCOc1ccccc1NCN1C(=O)c2ccccc2C1=O	147.5	101.8	106.5	113.5	111.1	112.3	103.4	119.0	110.4
NC(=O)Nc1cnc(Nc2ccc(N3CCOCC3)cc2)nc1Oc1ccc(C(F)(F)F)cc1	105.0	102.8	98.2	89.2	91.1	101.2	97.0	83.2	98.6
C=C1C(=O)O[C@H]2[C@H]1CC/C(C(=O)N[C@H]1C[C@H](O[C@H]3C[C@](O)(C(=O)CO)Cc4c(O)c5c(c(O)c43)C(=O)c3c(OC)cccc3C5=O)O[C@@H](C)[C@H]1O)=C\CC[C@@]1(C)O[C@@H]21	82.6	30.7	59.8	65.6	58.6	71.4	85.4	58.2	85.2
N#CC(C(=O)O)=C1CCCCCC1	103.8	107.2	106.3	103.5	94.6	105.4	100.1	·	109.1
CC(Cc1ccccc1)N(C)C(=O)CN1C(=O)c2ccccc2C1=O (stereo not given)	97.6	111.6	·	92.8	·	120.7	103.1	98.6	124.7
CCc1ccc(CNc2ccc(N3CCOCC3)c(C(=O)O)c2)cc1	121.5	130.3	·	108.6	97.2	95.2	103.0	83.3	98.6
N#Cc1ccc(-c2csc(Nc3ccc4nc5n(c(=O)c4c3)CCC5)n2)cc1	105.5	100.7	·	105.5	101.6	104.9	108.3	·	104.8
CCOC(=O)N1C(=O)NC(=O)C1c1ccccc1 (stereo not given)	110.1	102.5	87.0	107.8	97.5	111.0	100.5	96.1	110.8
COc1ccc(OC)c(-c2[nH]c3ncc(-c4ccc(Cl)cc4)n3c(=O)c2C#N)c1	102.0	102.4	98.3	94.5	95.4	93.4	100.8	88.8	101.4
CC(=O)c1cc2c(cc1C)C(C)(C)CCC2C (stereo not given)	109.6	106.9	106.5	103.2	92.3	93.9	98.2	92.8	102.4
N#CC(C#N)=Cc1c(-c2ccccc2)[nH]c2ccccc12	·	16.9	-3.8*	·	38.6	41.0	65.5	50.2	16.2
O=c1[nH]c2ccc(Cl)cc2[nH]1	105.7	106.7	122.4	·	87.0	98.7	104.1	72.0	109.6
COC(=O)c1cc(-c2ccc(Cl)c(Cl)c2)[nH]c(=O)c1C#N	108.9	109.5	125.4	94.6	87.5	106.7	94.8	97.6	105.1
CCCn1cc(/C=N\N=C2\C(=O)Nc3ccccc32)c2ccccc21	98.9	97.1	107.5	89.0	·	93.5	92.8	83.2	98.8
CC(=O)NCC1=C(C)C=C2C(=O)[C@](C)(O)C3(CC3)C(C)=C21	-74.7*	4.3*	-70.4*	-72.2*	-31.6*	-76.6*	-37.4*	-64.8*	-46.1*
Cc1cccc(/C=C/C(=O)Nc2ncc(Cc3cccc(C)c3)s2)c1	·	8.6*	·	17.7	25.3	30.4	42.1	-43.2*	18.3
CCOC(=O)C(=CNc1ccc2n[nH]nc2c1)C(=O)OCC	106.7	106.3	98.4	99.5	99.7	100.8	108.5	91.6	104.9
COc1ccc2nc(-c3ccc(OC)c(OC)c3)cc(-c3nnc(SC/C(=N\O)c4ccccc4)n3-c3ccccc3)c2c1	83.3	92.8	76.1	80.7	·	92.7	90.0	31.4	80.9
COc1cc(-c2nnc3c4[nH]ccc4ncn23)ccc1O	78.1	27.0	60.3	83.7	44.0	41.7	52.7	42.4	·
COc1ccc(OCCCBr)cc1	113.6	108.3	110.9	106.0	90.1	108.8	106.0	·	106.3
c1cc(OCCN2CCCCCC2)ccc1CNc1ccc2nc(CCC3CCCCC3)[nH]c2c1	56.2	68.3	62.5	60.8	42.8	82.6	80.6	68.5	66.9
C(=N\Nc1nnc2n1N=C(c1ccccc1)CS2)/c1ccco1	91.0	102.3	96.6	80.6	84.8	107.0	98.3	86.0	99.1
O=NN(C(=O)NC1CCC(C(=O)O)CC1)C1CCC(C(=O)O)CC1 (stereo not given)	105.9	107.3	103.4	·	90.2	106.4	100.1	98.7	107.7
COc1ccc(-c2nc(-c3ccccc3)c(-c3ccccc3)n2CCCCC(=O)O)cc1	100.6	106.2	79.0	84.5	98.4	94.8	104.0	70.5	99.5
Cc1ccc2ncc(-c3nnn(-c4ccc(Cl)cc4)c3C)c(C(=O)O)c2c1	110.4	101.5	73.3	91.5	92.0	99.7	88.8	89.8	95.2
Cc1ccc(NC(=O)c2cccc(C(=O)Nc3ccc(C)cc3C)c2)c(C)c1	90.4	105.1	88.0	96.6	96.6	86.3	96.6	·	89.3
O=C(Nc1ccccc1)c1ccccc1O	106.1&113.4	100.5&110.2	74.9&96.3	90.4&93.8	100.1&90.8	95.2	101.6&91.8	88.1&85.4	102.0&99.6
COc1cc2nc(-c3ccc(-n4cncc4-c4ccc(F)cc4F)cc3)sc2c(OC)c1OC	94.6	63.1	·	69.6	74.7	85.7	83.2	64.4	68.9
CCN1CCN(c2cc(C)c3cc(NC(=O)c4ccc(OC)c(OC)c4)ccc3n2)CC1	31.1	25.4	-3.7*	·	48.1	58.2	58.4	51.8	28.1
CCN(CC)c1ccc(/C=C/c2cc(C)c3ccccc3n2)cc1	13.2	43.0	51.7	61.1	51.9	64.0	60.8	31.3	15.9
The results go on:
SMILES	RXF 393	NCI-H460	A498	NCI-H226	CAKI-1	NCI-H23	ACHN	NCI-H522	NCI/ADR-RES
CCCCc1nc(/C=N/Nc2nc(Nc3ccccc3)nc(Nc3ccc(S(N)(=O)=O)cc3)n2)c(Cl)[nH]1	117.0	100.5	89.3	99.0	104.6	101.3	100.1	41.9	108.4
C1Cc2onc(-c3noc4c3CCC4)c2C1	133.8	136.6	136.4	119.6	94.5	105.0	113.6	96.5	114.8
Cc1cc(C)c(O)c(Br)c1	118.5	113.0	109.2	101.1	101.6	99.2	106.4	100.0	99.1
COc1cc(CNC(=O)CCCC/C=C/C(C)C)ccc1OCc1cn(-c2ccc(C)c(C)c2)nn1	112.6	101.0	58.3	76.6	·	93.2	100.6	69.3	91.1
O=C(/C=C/c1c[nH]c2ccccc12)c1cc2ccccc2oc1=O	99.6	101.2	152.3	84.1	80.2	87.0	98.3	89.7	83.6
CCCCOC(=O)c1cccc([N+](=O)[O-])c1	110.9	107.0	94.7	103.5	105.4	100.8	111.9	92.7	107.0
Nc1cccc(N)c1	114.5	102.7	97.0	92.9	·	93.6	91.9	101.5	96.4
NS(=O)(=O)c1ccc(CCn2c(SCC(=O)N/N=C/c3ccccc3F)nc3ccccc3c2=O)cc1	97.4	91.9	82.9	81.8	88.9	88.0	102.0	58.1	106.7
O=S(=O)(NCCCNc1nccc(-c2[nH]c(-c3ccccc3)nc2-c2ccc(F)c(O)c2)n1)c1ccc(C(F)(F)F)cc1	24.5	16.3	28.3	48.5	40.5	70.7	58.7	18.8	89.0
CCCCCOC(=O)c1ccc(NC(=O)CN2CCOCC2)cc1	119.5	105.8	77.0	104.8	94.4	93.8	97.9	97.8	90.6
O=C(CCc1ccc(O)c(O)c1)c1c(O)cc(O)c([C@@H]2O[C@H](CO)[C@@H](O)[C@H](O)[C@H]2O)c1O	113.9	103.9	82.8	98.9	·	102.6	107.8	92.5	106.1
COc1ccccc1-n1c(-c2cc3ccccc3nc2Cl)noc1=O	93.7	92.3	108.3	60.8	57.0	86.4	80.6	91.2	75.0
O=c1[nH]c2ccccc2cc1-c1nc2ccccc2n2cccc12	98.5	70.1	77.6	90.4	·	99.1	98.7	87.8	88.3

From PubChem
